STK33 kinase inh: human STK33 kinase inhibition. actives 0.073% (n = 320,000). Q9BYT3. purified STK33, MBP phosphorylation, ADP-Glo luminescence. inhibition, % at 10 µM;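 active = inhibition at or above 25%, using the most active replicate where run in duplicate; inactive = inhibition below 25%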
Target sequence (Q9BYT3 whole entry, looked up): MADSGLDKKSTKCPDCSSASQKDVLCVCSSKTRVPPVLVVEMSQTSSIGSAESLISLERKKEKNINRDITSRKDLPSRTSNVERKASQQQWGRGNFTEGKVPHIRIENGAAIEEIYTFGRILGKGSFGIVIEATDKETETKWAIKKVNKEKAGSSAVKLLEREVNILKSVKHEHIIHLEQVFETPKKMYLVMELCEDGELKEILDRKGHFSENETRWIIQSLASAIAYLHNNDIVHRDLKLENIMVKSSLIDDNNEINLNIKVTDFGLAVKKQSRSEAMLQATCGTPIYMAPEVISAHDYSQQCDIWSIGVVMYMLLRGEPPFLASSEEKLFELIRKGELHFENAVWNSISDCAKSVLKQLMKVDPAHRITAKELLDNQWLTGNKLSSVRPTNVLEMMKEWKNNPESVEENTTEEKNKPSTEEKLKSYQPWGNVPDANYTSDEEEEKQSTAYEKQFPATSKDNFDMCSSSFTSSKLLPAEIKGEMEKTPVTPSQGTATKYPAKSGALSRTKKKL
Kir21 block: Kir2.1 (mouse) channel inhibition. P35561. HEK293-Kir2.1, FluxOR thallium flux fluorescence; stronger effect = lower value. B-score at 10 µM. actives 0.85% (n = 310,000);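 active = fluorescence ratio B-score at or below minus 3 SD of library scores, with starting-brightness B-score within 2 SD, cut at about -4.2 in these data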;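 also: channel flux triggered by added potassium and thallium sulfate stimulus; B-score of peak minus minimum fluorescence over baseline after thallium stimulus; more negative B-score means stronger Kir2.1 block with less thallium influx; some compounds called inactive have numbers as strong as hits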
Target sequence (P35561 whole entry, looked up): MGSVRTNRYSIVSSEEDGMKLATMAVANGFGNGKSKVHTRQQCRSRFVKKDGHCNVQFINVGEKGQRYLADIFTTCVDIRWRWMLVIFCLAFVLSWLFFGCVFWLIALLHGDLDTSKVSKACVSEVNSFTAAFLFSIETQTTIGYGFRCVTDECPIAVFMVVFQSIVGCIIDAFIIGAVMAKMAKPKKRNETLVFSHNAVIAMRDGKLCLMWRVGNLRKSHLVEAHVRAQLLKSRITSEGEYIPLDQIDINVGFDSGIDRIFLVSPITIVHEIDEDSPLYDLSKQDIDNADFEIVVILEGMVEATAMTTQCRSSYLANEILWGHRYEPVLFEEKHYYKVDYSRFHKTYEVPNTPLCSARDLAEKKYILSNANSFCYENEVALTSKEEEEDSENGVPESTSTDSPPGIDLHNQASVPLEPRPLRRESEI
An asterisk follows results filed as active; x = no result given.

STK33 kinase inh,Kir21 block,smiles
-0.8,-0.05,O=C(COC(=O)COc1ccccc1)Nc1ccc(S(=O)(=O)N2CCOCC2)cc1
-1.6,-1,COCC(=O)NC1CC(C)(C)Cc2c1cnn2-c1ccc(F)cc1 (stereo not given)
-1.2,0.33,COC(=O)c1cc(C#N)c(N(C)Cc2ccccc2)nc1C
0.1,-0.02,O=C(N/N=C/c1ccc(-c2cccc([N+](=O)[O-])c2)o1)c1cccs1
-1.8,-0.15,CCc1ccc(NC(=O)Cn2c(=O)oc3cc(S(=O)(=O)N4CCOCC4)ccc32)cc1
-1.8,0.06,CCN1CCN(CC(O)COC(c2ccccc2)c2ccccc2C)CC1 (stereo not given)
0.1,x,CC1CCN(S(=O)(=O)c2ccc(C(=O)N3CCCC3C(=O)O)cc2)CC1 (stereo not given)
-0.8,x,Cc1ccc(S(=O)(=O)N2[C@@H](c3ccc(Cl)cc3)C(C(=O)O)=CC[C@H]2c2ccc3c(c2)OCO3)cc1
2.2,0.04,COC(=O)c1nn(-c2ccc(-c3ccccc3)cc2)cc1O
-3.4,1.12,CCc1ccc(NC(=O)CSc2nnc(CNC(=O)c3ccc(OC)cc3)o2)cc1
-0.5,0.32,CC(C)CCNC(=O)CC1Nc2c3ccccc3nc(=S)n2C1=O (stereo not given)
2.8,x,CC(C)N1CCN(C(=O)c2ccc(NC(=O)c3ccc(Br)o3)cc2)CC1
-0.7,-0.52,CCCCN(C)CCOc1ccccc1OCC
-1.3,-0.18,O=C(NC1CCCCC1)C12CC3CC(C1)CC(n1cncn1)(C3)C2
-1.1,-0.75,Cc1nn(-c2ccccc2)c(N2CCCC2)c1C=O
-0.5,0.01,COc1ccccc1C(NC(C)=O)c1c(O)ccc2ccc(O)cc12 (stereo not given)
-0.2,-1.89,CCOC(=O)CCn1cnc2ccc([N+](=O)[O-])cc2c1=O
-0.6,0.06,CC(NC(=O)CNC(=O)C(Cc1ccccc1)NC(=O)OCc1ccccc1)C(N)=O (stereo not given)
8.9,-5.11*,Cc1ccc(C(C)C)c(OCC(=O)Nc2ccccc2N2CCN(C)CC2)c1
-1.3,0.01,COc1ccc(S(=O)(=O)N2CCCCCC2)cc1NC(=O)Cc1ccccc1F
-1.6,x,Cc1ccc(S(=O)(=O)N2[C@@H](c3ccc(Cl)cc3)C(C(=O)O)=C[C@H]2C(C)(C)C)cc1
-1.3,-2.02,S=c1[nH]nc(CSCc2ccccc2Cl)n1-c1ccccc1
-0.6,0.33,CCSc1nc(CC)c2c(c1C#N)CCCC2
-0.3,x,COc1ccccc1CNC(=O)COC(=O)c1ccc2c(=O)n3c(nc2c1)CCCCC3
0.4,x,Clc1ccccc1Nc1nc2ccccc2o1

Sorted by molar mass (ascending): part of the list above.
STK33 kinase inh,Kir21 block,smiles
-1.2,0.33,COC(=O)c1cc(C#N)c(N(C)Cc2ccccc2)nc1C
-1.3,-0.18,O=C(NC1CCCCC1)C12CC3CC(C1)CC(n1cncn1)(C3)C2
0.1,-0.02,O=C(N/N=C/c1ccc(-c2cccc([N+](=O)[O-])c2)o1)c1cccs1
-1.3,0.01,COc1ccc(S(=O)(=O)N2CCCCCC2)cc1NC(=O)Cc1ccccc1F
-3.4,1.12,CCc1ccc(NC(=O)CSc2nnc(CNC(=O)c3ccc(OC)cc3)o2)cc1
-0.8,-0.05,O=C(COC(=O)COc1ccccc1)Nc1ccc(S(=O)(=O)N2CCOCC2)cc1
-1.8,-0.15,CCc1ccc(NC(=O)Cn2c(=O)oc3cc(S(=O)(=O)N4CCOCC4)ccc32)cc1

(list continues)
STK33 kinase inh,Kir21 block,smiles
-0.8,-0.29,CCN(CC)Cc1c(O)ccc2c(C)c(CC(=O)OC)c(=O)oc12
-1.6,1.44,COC(=O)N/N=C/c1ccc(OCCSc2ccc(Cl)cc2)c(OC)c1
0.2,-0.09,COC(=O)c1ccc(-n2cncn2)c([N+](=O)[O-])c1
-3.0,0.57,CC(Oc1ccccc1)C(=O)Nc1ccc(C(N)=O)cc1 (stereo not given)
0.1,-0.02,CCN(CC(=O)Nc1c(F)cccc1F)C(=O)CC1CCCC1
-0.4,-0.69,COc1ccc(C(=O)OCC(=O)NC(=O)NC2CCCC2)c(OC)c1
-0.5,-0.15,CCC(C)c1ccc(O)c(N)c1 (stereo not given)
-1.7,-1.08,COc1ccc(N2CC(C(=O)OCC(=O)Nc3cccc(C)c3C)CC2=O)cc1 (stereo not given)
11.0,-0.37,COc1ccc(Nc2nc(-c3cccnc3)nc3ccccc23)cn1
1.2,x,CCN(C(=O)CSc1nc(N)cc(=O)[nH]1)C1CCS(=O)(=O)C1 (stereo not given)
-0.7,-1.53,CC1=C(C)C(OCCBr)N(c2cc(O)c(Cl)cc2F)C1=O (stereo not given)
0.1,-0.53,CC(C)(C)OC(=O)NCCCCCc1nnc(SCc2ccccc2F)o1
-2.8,-0.06,COc1ccc(CC(=O)Nc2ccc(S(=O)(=O)Nc3cc(C)on3)cc2)cc1OC
0.5,0.58,O=C(COc1ccc2ccccc2c1Br)NNC(=O)Nc1ccccc1
0.3,-1.49,O=S(=O)(c1ccc(F)c(F)c1)N1CCC2(CC1)OCCO2
-0.9,0.55,CC(C)(C)C1=CC=C(C(C)(C)C)C(=O)C1=O
2.5,0.88,CSc1nc(C)c(Cc2c(F)cccc2Cl)c(=O)[nH]1
0.6,0.43,O=C(CCc1c[nH]c2ccccc12)OCc1cccc([N+](=O)[O-])c1
-2.1,-2.47,Cc1ccccc1OCC(=O)NCC(=O)N/N=C/c1ccc(Br)o1
-0.8,-0.72,CN(Cc1cccc(-n2cccn2)c1)C(=O)CCc1nnc(C2CCCCC2)o1
1.8,1.6,Cc1cc(C(=O)CSc2nnc(-c3ccc(OC(F)F)cc3)o2)c(C)n1Cc1cccs1
-0.1,-0.03,Cc1ccc(C(=O)n2nc(-c3ccccc3)nc2NCc2ccco2)cc1
-0.7,1.43,CCOc1ccccc1N(CC(=O)NC(C)(C)C)C(=O)Cn1nnc(-c2ccc(C)o2)n1
1.1,0.36,CCOC(=O)c1c(N)sc2c1CCCC2
1.3,0,Cc1cccc(C(=O)NCCCNC(=O)c2ccco2)c1

Arranged by value in Kir21 block (descending): three from the list above
STK33 kinase inh,Kir21 block,smiles
2.5,0.88,CSc1nc(C)c(Cc2c(F)cccc2Cl)c(=O)[nH]1
-1.3,0.01,COc1ccc(S(=O)(=O)N2CCCCCC2)cc1NC(=O)Cc1ccccc1F
-0.8,-0.05,O=C(COC(=O)COc1ccccc1)Nc1ccc(S(=O)(=O)N2CCOCC2)cc1

Additional structures follow.
STK33 kinase inh,Kir21 block,smiles
-1.2,-0.8,CC12CCC(C(=O)N(c3ccccn3)c3ccccn3)(OC1=O)C2(C)C (stereo not given)
-1.4,-0.02,Nc1ccc(NC(=O)NC2CCCCC2)cc1[N+](=O)[O-]
-0.3,0.21,O=C(Nc1cccc2ccccc12)c1ccccc1
0.2,-1.23,Cc1ccc2cc(CCNC(=O)CC(C)(C)C)c(=O)[nH]c2c1C
-1.4,1.34,COc1ccc(N2C(=O)NC3CC2(C)Oc2ccc(Cl)cc23)cc1OC (stereo not given)
0.0,-0.01,O=C(CSc1nnc(-c2cccs2)n1Cc1ccccc1)NCc1ccc2c(c1)OCO2
0.2,2.31,Cc1nc(SCCOc2ccc(F)cc2)c2ccccc2n1
0.1,x,Nc1nnc(SCC(=O)NNC(=O)c2ccc(F)cc2)s1
0.5,-1.76,CSc1nnc2c(n1)OC1(Nc3ccccc3-2)C(=O)Nc2ccccc21 (stereo not given)
-0.2,0.73,O=C(CSc1nc2ccccc2c(=O)n1CCCO)N1CCc2ccccc21
-0.1,0.48,COc1cccc(S(=O)(=O)c2nc(C)c3c(n2)CCC3)c1
-0.7,-0.46,O=C(CCN1C(=O)/C(=C/C=C/c2ccccc2)SC1=S)Nc1nccs1
-2.4,0.71,Cc1cccc(C(=O)n2c(=S)nc3cc(C)ccn32)c1
0.7,-1.33,Cc1ccc(/C=N/NC(=O)c2ccccc2OCc2cccc(Br)c2)o1
-1.3,0.49,COc1ccc(NS(=O)(=O)c2ccc3[nH]c(=O)[nH]c3c2)cc1
-0.3,-0.01,CCC(=O)c1ccc(O)c(OC)c1
-0.2,-0.04,CCN(CC(=O)Nc1cccc(OC)c1)C(=O)c1ccc(C)s1
-0.3,-0.03,O=C(c1ccc(-c2ccc([N+](=O)[O-])cc2Cl)o1)N1CCOCC1
-0.7,x,O=C(COC(=O)CNC(=O)c1ccc(Cl)cc1)Nc1ccc(Cl)cn1
-2.7,-0.25,Nc1nc(Cl)cc(-c2ccccc2)n1
-1.8,0.78,O=C(CN1CCOCC1)N1CCCc2c1c(=O)oc1ccc(OCc3ccccc3)cc21
-1.6,2.01,O=C(NC(O)C(=O)c1ccccc1)c1cccs1 (stereo not given)
x,-0.03,CCn1cc(C(=O)NN)c(=O)c2cc(F)c(N3CCCCC3)cc21
-1.5,-1.29,Cc1cccc(C2(c3cccc(C)c3)CC2C(=O)NCC2CCCO2)c1 (stereo not given)
-0.1,1.47,O=[N+]([O-])c1cccc(CNc2ccc3c(c2)CCC3)c1

Whole records, quoted from the list:
`Nc1ccc(NC(=O)NC2CCCCC2)cc1[N+](=O)[O-]` across the screens: STK33 kinase inh = -1.4; Kir21 block = -0.02
`O=C(Nc1cccc2ccccc12)c1ccccc1` across the screens: STK33 kinase inh = -0.3; Kir21 block = 0.21

Other compounds.
STK33 kinase inh,Kir21 block,smiles
-0.3,x,COc1ccc(Cl)cc1NC(=O)COc1ccc2c(c1)OCO2
-0.3,0.09,Cc1ccc(C(=O)N/C(=C/c2cccc([N+](=O)[O-])c2)C(=O)NC(C)C)cc1
3.6,0.2,N#C/C(=C/c1ccc(N2CCOCC2)o1)c1ccc(Cl)cc1
-0.9,-2.6,COc1cc2c(cc1OC)CN(c1nc(-c3cccnc3)nc3ccccc13)CC2
-1.9,-4.2,CC1=C(C(=O)OC(C)C)C(c2ccc(Br)s2)NC(=O)N1C (stereo not given)
0.2,0.22,COc1ccc(N2CC(C(=O)Nc3nnc(SCC(=O)N4CCOCC4)s3)CC2=O)cc1 (stereo not given)
-2.8,1.13,Cc1ccccc1Cn1nc(C)c(NC(=O)c2sc3ccccc3c2Cl)c1C
-1.7,1.01,CC(=O)c1cccc(NC(=S)NCc2ccccc2)c1
-0.4,0.11,O=C(Oc1ccc(C(=S)N2CCOCC2)cc1)c1ccc([N+](=O)[O-])cc1
0.7,-0.5,CC(=O)c1ccc(N/N=C2/CCCNC2=O)cc1
-1.6,-1.67,O=C(NCCSCc1ccccc1)c1ccc(C2SCC(=O)N2Cc2ccccc2)cc1 (stereo not given)
-1.6,0.38,C=CCOc1cccc(C2/C(=C(\O)c3ccc(F)cc3)C(=O)C(=O)N2CCN(C)C)c1 (stereo not given)
0.4,0.6,O=[N+]([O-])c1cc(/C=N/O)ccc1Sc1ccccc1
-0.8,0.13,COCCNC(=O)c1onc(CSc2ccccn2)c1C(=O)NCCOC
-4.3,x,COCCn1c(SCC(=O)Nc2ccc3c(c2)OCCO3)nnc1-c1ccncc1
0.1,0.52,COc1ccc(-n2nc(C(=O)N3CCC(N4CCCCC4)CC3)c3c4ccccc4n(C)c3c2=O)cc1
-1.2,1.3,CC(=O)Cc1nsc(NC(=O)c2ccc(COc3ccccc3Cl)o2)n1
-1.1,-0.61,CCOc1ccc(C(=O)C(C)OC(=O)Cn2cnc3c2c(=O)n(C)c(=O)n3C)cc1 (stereo not given)
-4.1,1.25,O=C(O)Cn1ncn(-c2ccc(OC(F)(F)F)cc2)c1=O
1.4,1.19,CCn1c(SC(C)C(=O)O)nc2sc3c(c2c1=O)CCC3 (stereo not given)
-2.1,-0.08,COc1nccnc1NS(=O)(=O)c1ccc(N/C=C2\CCCCC2=O)cc1
-3.0,0.61,CCSc1nnc(NC(=O)c2ccc(S(=O)(=O)N(C)C)cc2)s1
0.5,-0.54,CCOc1cccc(C2C(C#N)=C(N)Oc3cc(C)[nH]c(=O)c32)c1OCC (stereo not given)
-0.1,-2.87,O=S(Cc1ccc(Cl)cc1)CC(O)(c1ccccc1)c1ccccc1 (stereo not given)
0.5,-2.49,CCc1cc[n+](-c2nc3ccccc3nc2C(=C=[N-])C#N)cc1
0.8,-1.34,Cc1csc(SC(C)C(=O)Nc2ccc(Cl)cn2)n1 (stereo not given)
0.3,-0.81,Cc1nn(C)c(Oc2cccc(Cl)c2)c1C(=O)Nc1ccc(F)cc1
1.0,0.11,Cn1c(=O)c2c(nc(Br)n2Cc2nnc(N)s2)n(C)c1=O
0.7,-1.04,CC(=O)OCc1c(F)c(F)c(-n2nc(C)cc2C)c(F)c1F
-0.9,0.3,O=C(CS(=O)(=O)c1cn(Cc2ccccc2Cl)c2ccccc12)N1CCOCC1
-1.1,0.47,COc1ccc2nc3oc(C(=O)NCc4cccs4)cc3cc2c1
x,-0.93,COc1ccc(S(=O)(=O)N2CCN(CC(=O)Nc3ccc(C)c(F)c3)CC2)cc1
0.2,-2.41,O=C(COc1ccc(Cl)cc1)N(Cc1ccccc1)c1nc(-c2ccccc2)cs1
-0.9,-0.13,COc1ccc(S(=O)(=O)Cc2ccc(C(=O)NCCc3cc(OC)ccc3OC)o2)cc1
0.1,-2.82,CSc1nc(C(=O)N2CCCC(Nc3ccc(C)c(C)c3)C2)cs1 (stereo not given)
-2.7,-0.44,O=C(COc1ccccc1[N+](=O)[O-])N(Cc1ccccc1)c1ccccn1
-0.6,-2.22,CC(C)CN(CC(C)C)S(=O)(=O)c1cc([N+](=O)[O-])ccc1N1CCCCCC1

Bioassay records as filed in PubChem.
